Vc quorum ag – inducers of Vibrio cholerae quorum light production without autoinducers, primary screen, BH1578 luxS cqsA deficient, single point | V. cholerae BH1578 lux reporter, luminescence, 6 h | activation, % at 18.7 µM | 0.16% of 350,000 active | AID 588436, 2011; in the data active = activation mostly above about 9.7%, no sharp cut-off; note: not every result past the cut was called active; inactives centre near 0; reference of the scale not given here
TcdB inh – TcdB glycohydrolase inhibitors, primary screen, biochemical, single point, plate reader. Toxin B (Clostridioides difficile), P18177. TcdB glycohydrolase enzymatic assay. inhibition, % at 9.99 µM. 0.24% of 350,000 active; in the data active = inhibition above about 10%
3CLpro inhibitor – SARS-CoV 3CLpro protease inhibitors, primary screen, biochemical, quenched FRET | Replicase polyprotein 1ab (Severe acute respiratory syndrome coronavirus), P0C6X7 | recombinant SARS-CoV 3CLpro, quenched FRET peptide cleavage | AID 1706, 2009 | 0.14% of 290,000 active | inhibition, % at 6 µM; in the data active = inhibition above about 12%
CCHFV vOTU inh – CCHFV vOTU protease inhibitors, primary screen, biochemical, Pep-AMC substrate, fluorescence. AID 651958, 2012. Crimean-Congo hemorrhagic fever virus L polyprotein viral ovarian tumor (vOTU) protease …. inhibition, % at 11.5 µM. 0.55% of 370,000 active; in the data active = inhibition above about 30%; note: 0% = vehicle wells with enzyme and 100% = no enzyme wells
Anthrax LF inh2 – Bacillus anthracis LF protease inhibitors, primary screen, biochemical, multiplex microsphere, MLPCN library. Lethal factor (Bacillus anthracis), P15917. multiplex microsphere protease cleavage assay. inhibition, % at 10 µM. 0.12% of 360,000 active. AID 588501, 2011; note: plate controls were buffer without enzyme for full effect and enzyme alone for no effect
Target sequence (P15917 whole entry, looked up): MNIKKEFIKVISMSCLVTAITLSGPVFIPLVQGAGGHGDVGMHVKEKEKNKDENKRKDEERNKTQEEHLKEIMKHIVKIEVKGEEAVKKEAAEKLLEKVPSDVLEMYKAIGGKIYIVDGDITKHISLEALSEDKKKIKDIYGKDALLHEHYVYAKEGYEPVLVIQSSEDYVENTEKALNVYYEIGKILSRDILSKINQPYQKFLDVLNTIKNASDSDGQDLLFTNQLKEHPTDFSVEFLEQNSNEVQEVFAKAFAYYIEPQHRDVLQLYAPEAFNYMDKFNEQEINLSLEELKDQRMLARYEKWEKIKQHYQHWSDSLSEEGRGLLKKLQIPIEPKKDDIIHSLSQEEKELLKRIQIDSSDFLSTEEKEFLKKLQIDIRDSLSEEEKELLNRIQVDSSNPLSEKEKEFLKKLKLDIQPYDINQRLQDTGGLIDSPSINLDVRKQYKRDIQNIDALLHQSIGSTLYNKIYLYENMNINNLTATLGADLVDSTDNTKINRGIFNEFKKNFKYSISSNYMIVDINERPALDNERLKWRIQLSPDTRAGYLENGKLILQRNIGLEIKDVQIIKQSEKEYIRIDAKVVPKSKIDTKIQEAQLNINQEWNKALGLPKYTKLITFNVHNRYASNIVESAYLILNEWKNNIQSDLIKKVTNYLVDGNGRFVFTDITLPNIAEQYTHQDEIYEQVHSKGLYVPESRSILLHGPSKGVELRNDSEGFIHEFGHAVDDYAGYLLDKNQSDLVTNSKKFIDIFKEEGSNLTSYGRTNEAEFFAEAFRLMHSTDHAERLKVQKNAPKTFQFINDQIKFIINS
SSB-PriA inh – inhibitors of Klebsiella pneumoniae PriA binding to SSB C-terminal tail, primary screen, biochemical, AlphaScreen; AlphaScreen SSBct-PriA binding, biotinylated peptide; inhibition, % at 33 µM; 0.6% of 430,000 active; PriA–SSB C-terminal tail interaction (Klebsiella pneumoniae); in the data active = inhibition mostly above about 37%, no sharp cut-off; inactive = mostly below about 20%;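 note: plate controls were negative control peptide for no effect and reference peptide for full effect; strong numbers were not always called active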
PfHsp40 yeast – rescue of yeast from PfHsp40 toxicity, primary screen, S. cerevisiae, ATP luminescence; growth rescue, % at 12.5 µM; S. cerevisiae expressing PfHsp40, growth rescue; 0.68% of 340,000 active; in the data active = growth rescue above about 28%, passing the limit was not always enough;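 note: yeast W303a lacking pdr1 and pdr3 grown in galactose medium; growth measured after three days at 30 °C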
DUSP3 inh – VHR1 phosphatase inhibitors, primary screen, biochemical, absorbance, uHTS. Dual specificity protein phosphatase 3 (Homo sapiens), P51452. recombinant VHR phosphatase, pNPP absorbance. inhibition, % at 13.3 µM. 0.52% of 290,000 active. AID 1654, 2009; in the data active = inhibition above about 50%; note: some compounds called inactive have numbers as strong as hits
Target sequence (P51452 whole entry, looked up): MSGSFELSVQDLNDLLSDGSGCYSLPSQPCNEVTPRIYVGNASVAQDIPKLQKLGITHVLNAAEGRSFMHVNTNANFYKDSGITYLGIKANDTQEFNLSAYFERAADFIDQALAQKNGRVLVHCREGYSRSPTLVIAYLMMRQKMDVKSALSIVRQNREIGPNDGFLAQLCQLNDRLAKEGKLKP
Yp Topo-I inh – Yersinia pestis topoisomerase I inhibitors, primary screen, biochemical, cleavage product accumulation, plate reader, single point; Y. pestis Topo-I cleavage product accumulation; activity, % at 10 µM; 0.064% of 360,000 active; in the data active = activity above about 50%, passing the limit was not always enough; note: inactives centre near 2
BoNT A protease – BoNT/A light chain protease inhibitors, primary screen, biochemical, flow cytometry, MLPCN library | multiplex microsphere protease substrate cleavage | Botulinum neurotoxin type A light chain protease (Clostridium botulinum A str. ATCC 3502) | inhibition, % at 10 µM | 0.17% of 360,000 active; note: plate controls were buffer without enzyme for full effect and enzyme alone for no effect
* = called active by the depositor; i = inactive; nt = no result given; & = joins results of further samples. Cut-off read from the data, not from the text of the source, unless noted: active = inhibition above about 30%; inconclusive = no clear call, values can overlap the other calls; inactive = below that.

SMILES	Vc quorum ag	TcdB inh	3CLpro inhibitor	CCHFV vOTU inh	Anthrax LF inh2	SSB-PriA inh	PfHsp40 yeast	DUSP3 inh	Yp Topo-I inh	BoNT A protease
Nc1[nH]c(C(=O)c2ccccc2)c(-c2ccccc2Br)c1C(=O)NCc1ccc(-c2ccccc2)cc1	nt	2.8	nt	13.0	-2.9	nt	nt	nt	nt	0.8
CC1=NN(C(=O)Cc2ccc([N+](=O)[O-])cc2)C(O)(c2ccccc2)C1 (stereo unspecified)	i	nt	7.0	-8.8	-0.4	-9.3	-0.3	-1.7	-1.5	0.6
O=C(CCCCCC(=O)N(CCO)CCO)N(CCO)CCO	-6.2	nt	-0.1	13.4	0.6	2.4	-0.1	13.6	-0.4	-0.3
CCOc1ccc(-n2c(=O)c3c4c(sc3n(CC(=O)NCC3CCCO3)c2=O)CCCC4)cc1 (stereo unspecified)	-0.3	-0.2	-1.0	-8.0	-4.1	-8.1	-0.3	33.3	7.7	-0.3
O=C(CCS(=O)(=O)c1cc(Br)cc2c1N(C(=O)C1CC1)CC2)NCc1ccco1	0.5	nt	-1.3	3.0	5.8	-5.3	-1.4	-3.9	-6.2	0.5
CCN1C(=O)CS/C1=N\S(=O)(=O)c1ccc(Cl)cc1	3.3	-0.3	0.2	-10.3	0.8	nt	-0.8	1.7	2.1	-0.8
CN(Cc1c(C(=O)N/N=C/c2cccc(O)c2)nnn1-c1nonc1N)c1ccccc1	-11.4	nt	5.1	nt	-0.9	nt	-1.0	1.6	2.9	2.9
O=C1CC(SCCc2nc3ccccc3[nH]2)C(=O)N1c1ccc(Cl)cc1 (stereo unspecified)	i	nt	-5.3	-2.1	-4.9	-8.7	0.2	24.9	4.5	1.3
CCCCn1c(O)c(C=NCCCN(CC)CC)c(=O)[nH]c1=O	i	nt	-2.2	-1.4	-0.5	-21.0	-0.3	29.2	1.5	-1.0
CC(=O)O[C@H]1C[C@@H]2OC3C=C(C)CCC3(C)[C@@]1(C)[C@@]21CO1 (stereo partly specified)	i	1.2	nt	2.8	-2.1	2.1	nt	nt	12.4	0.2
CSc1ncccc1C(=O)Nc1ccc(S(=O)(=O)N2CCCC2)cc1	i	1.6	nt	7.5	-2.1	0.4	0.2	nt	-0.9	0.5
Cc1c(/C=N/Nc2ccc(C(=O)O)cc2)c2ccccc2n1C	-0.4	-1.9	4.6	7.5	-6.6	i	0.8	-3.6	-3.9	0.4
CN(C)c1ccc(C2(c3ccc(N(C)C)cc3)OC(=O)c3cc(N)ccc32)cc1	i	0.4	0.4	8.4	-4.2	20.4	-1.0	nt	-7.8	0.2
C=CCn1c(SCCOc2ccc(OC)cc2)nnc1C(CO)NC(=O)c1ccc(OC)cc1 (stereo unspecified)	-0.2	1.4	-2.0	0.2	-12.2	-5.7	-1.0	26.4	27.8	17.3
O=C(CN1C(=O)C2CC=CCC2C1=O)Nc1ccc(F)c(Cl)c1 (stereo unspecified)	-4.8	0.8	nt	-24.6	-8.8	nt	nt	nt	0.3	0.2
CC(NC(=O)N1CCN(c2ccccc2F)CC1)c1ccc(F)c(F)c1 (stereo unspecified)	-0.3	1.2	-5.4	4.3	-8.0	-5.5	1.3	16.3	7.3	-2.8
S=c1[nH]nc(-c2cccs2)n1Cc1ccccc1	i	1.4	6.7	19.2	-0.5	-1.1	1.1	7.6	-0.2	0.2
Cc1cc(=O)[nH]c(N/N=C/c2ccc3c(c2)OCCO3)n1	-0.4	1.3	-0.2	-2.6	0.4	nt	-0.1	16.3	-4.1	-0.1
COc1ccc(C2CC(=O)C3=C(C2)NC(C)=C(C#N)C3c2ccc(N(C)C)cc2)cc1 (stereo unspecified)	12.5	nt	-3.2	-3.2	-1.2	9.7	0.3	-6.2	14.3	1.2
O=C(O)c1nn(CCOc2ccc(Br)cc2)c(=O)c2ccccc12	-0.5	1.8	4.5	13.1	-0.8	-6.7	2.4	11.8	32.7	-1.8
O=C(COC(=O)c1ccccn1)Nc1cccc2ccccc12	-0.4	-7.5	-1.4	-11.5	1.8	4.8	-0.4	21.9	11.9	0.7
O=C(Nc1cccc(N=Cc2cc(Cl)cc(Br)c2O)c1)c1ccco1	2.7	1.0	0.3	-6.2	0.5	-0.5	0.9	2.9	-9.0	1.0
Cc1coc2cc3oc(=O)c(CC(=O)N[C@@H](CC(C)C)C(=O)O)c(C)c3cc12	i	0.1	-4.2	-9.2	-24.9	-4.3	3.9	nt	1.9	-3.1
CC(=NNC1=NCCN1)c1cn(C2=NCCN2)nc1C	nt	2.3	nt	-3.3	-8.9	nt	nt	nt	nt	0.3
CCc1ccccc1NC1c2ccccc2C(=O)N1c1cccnc1 (stereo unspecified)	-0.3	nt	-0.4	12.3	-0.2	10.2	0.9	17.9	-4.6	1.2
COc1ccc(C(=O)Nc2ccc([N+](=O)[O-])cn2)cc1OC	0.8	0.6	5.3	13.4	-1.3	13.3	0.1	2.6	2.9	0.7
O=C(CN(C(=O)c1csnn1)c1ccc2c(c1)OCCO2)NCc1ccc(F)cc1	-0.5	-1.0	-1.9	-6.9	-2.8	-10.2	-1.1	27.7	-4.8	1.4
O=C(COC(=O)CCC(NC(=O)OCc1ccccc1)C(=O)OCC(=O)Nc1ccccc1)Nc1ccccc1 (stereo unspecified)	-0.3	-0.5	5.4	-4.4	-1.3	-3.4	0.3	28.2	7.2	0.2
CCN(CC)CCN(C(=O)CCS(=O)(=O)c1ccccc1)c1nc2cc(OC)c(OC)cc2s1	0.3	-0.5	-4.0	-2.7	2.6	6.0&6.0	0.2	14.9	11.5	-0.7
O=C1NNC(=O)C2C3C=CC(C4CC34)C12 (stereo unspecified)	i	0.1	4.7	-7.3	-1.9	0.3	1.8	9.9	-2.8	-0.5
CCCCN(C(=O)C1CCCC1)c1c(N)n(CC(C)C)c(=O)[nH]c1=O	-0.3	2.5	nt	3.9	-4.3	-0.8	-0.3	nt	-5.7	-0.9
C=CCNc1nc2cc(-c3cccc(NC(C)=O)c3)sc2c(=O)n1C	i	4.8	nt	3.2	3.6	nt	nt	nt	6.1	0.2
CCN(C[C@H]1N[C@@](Cc2ccccc2)(C(=O)OC)[C@H]2C(=O)N(C)C(=O)[C@@H]12)S(=O)(=O)c1ccc(OC)cc1	-0.5	0.9	nt	-8.9	-2.9	-5.0	1.9	nt	6.7	-0.3
O=C(O)c1ccc(CNC(=S)Nc2ccccc2)cc1	-0.1	-1.5	3.0	4.7	-3.8	-3.5	-3.3	21.2	4.1	-1.0
O=C(CN1C(=O)NC2(CCCC2)C1=O)NCCC1=CCCCC1	7.3	nt	-4.5	1.3	0.3	4.5	-1.1	35.6	-3.7	-0.1
Cc1cc(C)nc(NC(=O)C(C)N2C(=O)c3ccccc3C2=O)n1 (stereo unspecified)	i	nt	0.6	1.2	7.0	-11.2	-1.9	12.0	2.7	0.8
O=C(/C=C/c1ccc(S(=O)(=O)N2CCOCC2)cc1)N(CCO)Cc1ccccc1	-0.5	1.2	-1.2	-0.2	-10.3	-4.8	-0.6	20.1	1.4	-1.1
Cc1ccc(S(=O)(=O)NC(=O)C2(C)CCN2C(=O)C2CCCCC2)nc1 (stereo unspecified)	-0.4	0.9	nt	1.6	3.5	nt	nt	nt	-6.4	0.0
CC(O)CC(C)O (stereo unspecified)	-0.3	-1.0	nt	-5.5	-5.6	6.6	-1.5	nt	-5.6	-0.3
CCCCS(=O)(=O)Nc1ccc2c(c1)ncn2C1CCCCC1	-7.1	-0.6	-4.4	-3.8	-1.5	1.1	0.3	25.6	5.4	-0.3
CC(C)Oc1cccc(C(=O)Nc2ccc(Br)cc2F)c1	-0.2	1.2	0.4	14.6	-0.4	-14.4	5.3	-5.3	14.3	1.4
Cc1nnc(SCC(=O)NCc2cccs2)[nH]c1=O	i	nt	3.6	0.0	-2.7	-4.8	-0.2	21.4	-0.7	1.0
Clc1ccc(C#Cc2cccnc2)cc1	i	0.8	nt	1.6	-1.4	-9.3	-1.4	nt	0.8	0.0
O=C(NC(=S)Nn1cnnc1)c1ccc(F)cc1Cl	-0.1	1.2	-6.9	5.9	5.9	-0.1	-0.9	10.1	-3.9	-2.9
Cc1ccccc1Nc1c([N+](=O)[O-])cncc1[N+](=O)[O-]	0.0	3.4	5.0	30.1*	0.1	18.5	4.9	1.3	-5.8	-0.1
Cc1ccc(OC(=O)NC2CCS(=O)(=O)C2)cc1C (stereo unspecified)	-0.2	-0.9	-2.6	7.3	-2.4	4.8	0.3	-5.8	-6.8	-1.6
Cc1cccc(N2C(=O)NC(=O)C3(Cc4cc(C)ccc4N(C)C3)C2=O)c1 (stereo unspecified)	i	nt	5.5	5.0	-3.2	-10.9	-0.7	27.9	2.9	0.8
O=c1cc(CN2CCN(c3ccccc3O)CC2)nc2sccn12	i	nt	3.5	7.4	-1.1	-7.6	-0.1	15.8	-12.9	-0.8
Cc1ccc(NC(=O)C2CCCN(S(=O)(=O)c3c(C)noc3C)C2)cc1 (stereo unspecified)	-0.6	1.1	-4.0	-8.5	1.2	-6.9	0.1	19.9	-0.6	-1.2
Cc1ccc(S(=O)(=O)N/N=C/c2cc(Br)ccc2O)cc1	-0.1	2.9	6.9	8.7	-1.9	nt	2.7	24.9	4.4	-0.2

(more compounds)
SMILES	Vc quorum ag	TcdB inh	3CLpro inhibitor	CCHFV vOTU inh	Anthrax LF inh2	SSB-PriA inh	PfHsp40 yeast	DUSP3 inh	Yp Topo-I inh	BoNT A protease
CCCCC1(CC(=O)OC)C(=O)N(c2ccccc2)N(c2ccccc2)C1=O	0.2	nt	1.7	-21.1	0.3	8.4	0.0	-11.7	-3.7	-0.1
Cc1c(C(=O)C(=O)NCCC2=CCCCC2)c2ccccc2n1C	-0.3	1.2	-3.0	4.0	-2.4	-2.0&-7.5	-2.4	-21.6	-4.0	0.5
CCOC(=O)CN(c1ccccc1C)S(=O)(=O)c1ccc(Cl)cc1	-0.2	2.2	-8.0	-3.8	-0.6	-28.7	-0.3	24.0	29.0	2.7
OC[C@@H](O)C(O)[C@@H](O)CO (stereo partly specified)	0.0	0.0	nt	-4.5	-15.5	nt	nt	nt	-0.5	0.1
Cc1cccc(-n2ncc3c(N(CCO)CCO)ncnc32)c1	-0.3	1.6	0.6	10.3	-7.5	-3.9	-0.4	5.1	0.3	-0.7
C=CCN1CCN(C(=O)c2c(-c3ccccc3)noc2C)CC1	-0.2	0.5	-2.5	23.3	-3.8	-5.9	0.4	0.3	5.7	-0.9

3 entries from above in a different format:
Fields: Vc quorum ag, TcdB inh, 3CLpro inhibitor, CCHFV vOTU inh, Anthrax LF inh2, SSB-PriA inh, PfHsp40 yeast, DUSP3 inh, Yp Topo-I inh, BoNT A protease
> CSc1ncccc1C(=O)Nc1ccc(S(=O)(=O)N2CCCC2)cc1
    i, 1.6, nt, 7.5, -2.1, 0.4, 0.2, nt, -0.9, 0.5
> Cc1c(/C=N/Nc2ccc(C(=O)O)cc2)c2ccccc2n1C
    -0.4, -1.9, 4.6, 7.5, -6.6, i, 0.8, -3.6, -3.9, 0.4
> CN(C)c1ccc(C2(c3ccc(N(C)C)cc3)OC(=O)c3cc(N)ccc32)cc1
    i, 0.4, 0.4, 8.4, -4.2, 20.4, -1.0, nt, -7.8, 0.2

High-throughput results from PubChem BioAssay.

This is a subset; count on the stated rates, not on these rows.
